Bioassay records from PubChem.
KDM4C inh – inhibitors of human demethylase GASC-1 KDM4C | Q9H3R0 | GST-KDM4C 2-372, H3K9me3 peptide, LANCE TR-FRET | inhibition, % at 12.5 µM | hit rate 0.15% among 96,000 | AID 720574;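 active = mean replicate inhibition above about 25%, with at least 55% of replicates also reaching it, limit read from the data, passing the limit was not always enough; inconclusive = only one of those two conditions met; inactive = neither condition met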
Target sequence (Q9H3R0 2-372 limits assumed): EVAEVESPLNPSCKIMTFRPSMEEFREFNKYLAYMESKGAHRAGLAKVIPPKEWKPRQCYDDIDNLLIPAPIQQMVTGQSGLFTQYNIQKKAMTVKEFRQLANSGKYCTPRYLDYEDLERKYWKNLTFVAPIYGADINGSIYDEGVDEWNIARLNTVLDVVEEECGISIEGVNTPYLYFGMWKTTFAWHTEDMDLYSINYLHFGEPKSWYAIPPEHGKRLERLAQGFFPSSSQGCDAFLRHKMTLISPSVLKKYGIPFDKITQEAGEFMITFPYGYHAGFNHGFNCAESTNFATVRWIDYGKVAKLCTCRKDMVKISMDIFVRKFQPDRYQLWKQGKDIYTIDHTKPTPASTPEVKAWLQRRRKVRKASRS
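Compound: one test concentration per compound; Material: GST-GASC-1 enzyme fragment 2-372; Amount: GASC-1 enzyme at 10 nM final in reaction; Also added: H3K9me3 peptide substrate, Fe(II), 2-oxoglutarate; Technique: LANCE TR-FRET; Times: 30 min demethylation and 1 h detection at room temperature.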
Tcruzi prolif – T. cruzi proliferation inhibition. T. cruzi beta-gal in NIH3T3, GalScreen luminescence, 90 h. inhibition, % at 8.34 µM. hit rate 5.9% among 77,000;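 active = mean inhibition above about 93%, with at least 55% of replicates each passing it, limit read from the data, passing the limit was not always enough; inconclusive = only one of those two conditions holds; inactive = neither condition holds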
C diff HTS – blocks growth of Clostridium difficile; AID 1259249; hit rate 0.25% among 86,000; Clostridium difficile clinical isolate growth, OD600, 24 h; active compounds read low; growth activity, negative = inhibition, % at 16 µg/mL (by protocol);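 active = mean growth activity at or below -80% and every replicate also at or below -80%; inconclusive = mean at or below -80% but some replicate above -80%; inactive = mean growth activity above -80%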;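 also: 0% = DMSO wells and -100% = levofloxacin 16 µg/mL wells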
Pf Dd2 growth – blocks growth of Plasmodium falciparum Dd2 parasites; P. falciparum Dd2 growth, SYBR Green, 72 h; active compounds read low; activity change, % at 10 µM; hit rate 2.3% among 94,000; in the data active = activity change below about -80%; inconclusive = no clear call, values can overlap the other calls
* hit, by the source's call.

What do the screens show for `C[C@H]1CN([C@@H](C)CO)C(=O)c2cc(NC(=O)Nc3ccccc3)ccc2O[C@H]1CN(C)Cc1ccc(Cl)c(Cl)c1`?
KDM4C inh: -0.8; Tcruzi prolif: -174; C diff HTS: 16; Pf Dd2 growth: 36

What do the screens show for `C[C@@H]1CN([C@@H](C)CO)S(=O)(=O)c2ccc(C#Cc3ccc(F)cc3)cc2O[C@@H]1CN(C)C(=O)NC1CCCC1`?
KDM4C inh: -5.0; Tcruzi prolif: 115*; C diff HTS: -4; Pf Dd2 growth: -45

How did CC(=O)N(C)C[C@@H]1Oc2cc(C#CC3CC3)ccc2S(=O)(=O)N([C@@H](C)CO)C[C@H]1C do in these assays?
KDM4C inh: 0.2; Tcruzi prolif: 58; C diff HTS: -6; Pf Dd2 growth: -6

How did C[C@H](CO)N1C[C@H](C)[C@H](CN(C)C(=O)NC2CCCC2)Oc2ncc(-c3ccccc3F)cc2C1=O do in these assays?
KDM4C inh: 2.6; Tcruzi prolif: 7; C diff HTS: -2; Pf Dd2 growth: 40

How did COc1ccc(-c2ccc3n(c2=O)C[C@H]2[C@H](CO)[C@@H](C(=O)N(C)C)N(CC4CCOCC4)[C@@H]32)cc1 do in these assays?
KDM4C inh: 7.3; Tcruzi prolif: -5; C diff HTS: -1; Pf Dd2 growth: 5

Results for CCCC(=O)N1CC2(C1)CN(Cc1nccs1)[C@H](CO)c1[nH]c3cc(OC)ccc3c12 ?
KDM4C inh: 1.8; C diff HTS: -3; Pf Dd2 growth: -59

How did O=C(NC1CCC1)[C@@H]1[C@@H](CO)[C@@H]2Cn3c(ccc(C4=CCCCC4)c3=O)[C@H]1N2CC1CC1 do in these assays?
KDM4C inh: 4.6; Tcruzi prolif: -11; C diff HTS: -3; Pf Dd2 growth: -7

How did C[C@H]1CN([C@@H](C)CO)C(=O)c2cc(N(C)C)ccc2O[C@H]1CN(C)C(=O)Nc1ccc(F)cc1 do in these assays?
KDM4C inh: 4.9; Tcruzi prolif: 8; C diff HTS: -10; Pf Dd2 growth: 17

What do the screens show for `C[C@@H]1CN([C@H](C)CO)C(=O)c2cc(NC(=O)CCN3CCOCC3)ccc2O[C@@H]1CN(C)C(=O)Nc1ccc(C(F)(F)F)cc1`?
KDM4C inh: -1.9; Tcruzi prolif: -137; C diff HTS: -5; Pf Dd2 growth: -11

Results for CC(C)C#Cc1ccc2c(c1)O[C@H](CN(C)Cc1ccncc1)[C@@H](C)CN([C@@H](C)CO)S2(=O)=O ?
KDM4C inh: -0.2; Tcruzi prolif: 117*; C diff HTS: 7; Pf Dd2 growth: -65

How did C[C@@H]1CN([C@H](C)CO)C(=O)c2cc(NC(=O)NC3CCCCC3)ccc2O[C@@H]1CN(C)Cc1ccncc1 do in these assays?
KDM4C inh: 0.2; Tcruzi prolif: 14; C diff HTS: -2; Pf Dd2 growth: 9

How did C[C@@H]1CN([C@@H](C)CO)C(=O)c2cc(C3=CCCC3)cnc2O[C@H]1CN(C)Cc1ccc(F)cc1 do in these assays?
KDM4C inh: 4.2; Tcruzi prolif: 19; C diff HTS: 7; Pf Dd2 growth: -18

What do the screens show for `C[C@H]1CN([C@@H](C)CO)C(=O)c2cc(C3=CCCCC3)cnc2O[C@@H]1CN(C)C(=O)c1cccc(F)c1`?
KDM4C inh: 0.4; Tcruzi prolif: 105*; C diff HTS: -11; Pf Dd2 growth: -46

Results for COc1ccc(NC(=O)Nc2cccc3c2O[C@H](CN(C)C(=O)Nc2ccccc2)[C@@H](C)CN([C@@H](C)CO)C3=O)cc1 ?
KDM4C inh: 6.5; Tcruzi prolif: 12; C diff HTS: 3; Pf Dd2 growth: -6

Results for C[C@@H]1CCCCO[C@@H](CN(C)C(=O)NC2CCCCC2)[C@H](C)CN([C@H](C)CO)C(=O)c2cc(NS(=O)(=O)c3cccs3)ccc2O1 ?
KDM4C inh: -0.8; Tcruzi prolif: 40; C diff HTS: 4; Pf Dd2 growth: -30

How did O=C(C[C@H]1CC[C@H](NC(=O)NC2CCCCC2)[C@@H](CO)O1)NCc1ccc(Cl)cc1 do in these assays?
KDM4C inh: -1.6; Tcruzi prolif: 23; C diff HTS: 4; Pf Dd2 growth: -14

How did C[C@@H]1CN([C@H](C)CO)C(=O)Cc2cc(NC(=O)Nc3ccccc3)ccc2O[C@@H]1CN(C)C(=O)Nc1ccc(F)cc1 do in these assays?
KDM4C inh: 0.8; Tcruzi prolif: 8; C diff HTS: 1; Pf Dd2 growth: -10

How did CO[C@@H]1CN(C)C(=O)c2cc(NS(C)(=O)=O)ccc2OC[C@@H](C)N(C(=O)CC2CC2)C[C@H]1C do in these assays?
KDM4C inh: -0.1; Tcruzi prolif: 5; C diff HTS: 0; Pf Dd2 growth: 15

What do the screens show for `C[C@H]1CN([C@@H](C)CO)C(=O)c2ccccc2-c2ccccc2CO[C@H]1CN(C)C(=O)Oc1ccccc1`?
KDM4C inh: 0.5; Tcruzi prolif: -28; Pf Dd2 growth: 25

Results for COc1ccc(S(=O)(=O)N(C)C[C@@H]2OCCCC[C@H](C)Oc3ccc(N(C)C)cc3C(=O)N([C@@H](C)CO)C[C@@H]2C)cc1 ?
KDM4C inh: -3.2; Tcruzi prolif: 63; C diff HTS: -3

How did CC=Cc1ccc2n(c1=O)C[C@@H]1[C@@H](CO)[C@H](C(=O)N[C@@H](C)c3ccccc3)N(C(=O)c3ccccn3)[C@H]21 (mixture of isomers) do in these assays?
KDM4C inh: -1.8; Tcruzi prolif: 11; C diff HTS: 0; Pf Dd2 growth: -3

What do the screens show for `C[C@H](CO)N1C[C@H](C)[C@@H](CN(C)Cc2ccc3c(c2)OCO3)Oc2ccc(NS(C)(=O)=O)cc2C1=O`?
KDM4C inh: 0.7; Tcruzi prolif: 10; C diff HTS: 1; Pf Dd2 growth: 17

What do the screens show for `COCC(=O)Nc1ccc2c(c1)C(=O)N(C)C[C@@H](OC)[C@@H](C)CN(Cc1ccccn1)[C@H](C)CO2`?
KDM4C inh: 0.4; Tcruzi prolif: 0; Pf Dd2 growth: 4

Results for C[C@@H]1CN([C@@H](C)CO)C(=O)c2cccc(NS(=O)(=O)c3cn(C)cn3)c2O[C@H]1CN(C)C(=O)Nc1cccc2ccccc12 ?
KDM4C inh: 0.0; Tcruzi prolif: -22; Pf Dd2 growth: 3

What do the screens show for `CCN1[C@@H]2c3ccc(C4=CCCCC4)c(=O)n3C[C@@H]2[C@@H](CO)[C@@H]1C(=O)N(C)C`?
KDM4C inh: 0.3; Tcruzi prolif: 47; C diff HTS: 0; Pf Dd2 growth: 12

Results for C[C@@H]1CN([C@@H](C)CO)S(=O)(=O)c2ccc(-c3ccncc3)cc2O[C@@H]1CN(C)Cc1ccc(Oc2ccccc2)cc1 ?
KDM4C inh: 0.8; Tcruzi prolif: inconclusive; C diff HTS: 5; Pf Dd2 growth: -84*

Results for CCCN(C)C[C@@H]1OCCCC[C@@H](C)Oc2ccc(NC(=O)Nc3ccc(C(F)(F)F)cc3)cc2C(=O)N([C@H](C)CO)C[C@@H]1C ?
KDM4C inh: -1.8; Tcruzi prolif: 100*; C diff HTS: -19; Pf Dd2 growth: -74

What do the screens show for `COCC(=O)N1[C@H](C#N)[C@@H](c2ccccc2-c2ccccc2F)[C@H]1CO`?
KDM4C inh: -1.2; C diff HTS: -7; Pf Dd2 growth: 14

What do the screens show for `Cc1noc(C)c1NC(=O)N(C)C[C@H]1OCCCC[C@@H](C)Oc2ccc(NC(=O)CCC(F)(F)F)cc2C(=O)N([C@H](C)CO)C[C@@H]1C`?
KDM4C inh: 0.0; Tcruzi prolif: 19; C diff HTS: -4; Pf Dd2 growth: 45

What do the screens show for `COc1cccc(S(=O)(=O)N[C@H]2C=C[C@@H](CC(=O)NC3CCC3)O[C@H]2CO)c1`?
KDM4C inh: -1.0; Tcruzi prolif: -38; C diff HTS: -4; Pf Dd2 growth: 15

Results for C[C@@H]1CN([C@@H](C)CO)C(=O)Cc2cc(NS(=O)(=O)c3cccs3)ccc2O[C@H]1CN(C)CC1CC1 ?
KDM4C inh: -0.2; Tcruzi prolif: -41; C diff HTS: -1; Pf Dd2 growth: 13

What do the screens show for `CC(C)NC(=O)N(C)C[C@H]1Oc2c(NC(=O)Nc3ccc(C(F)(F)F)cc3)cccc2C(=O)N([C@@H](C)CO)C[C@@H]1C`?
KDM4C inh: -0.3; Tcruzi prolif: inconclusive; C diff HTS: 5; Pf Dd2 growth: -10

Results for CN1CCN(C(=O)C[C@@H]2C[C@H]3c4cc(NC(=O)c5cccnc5)ccc4O[C@H]3[C@H](CO)O2)CC1 ?
Tcruzi prolif: -4; C diff HTS: -1; Pf Dd2 growth: 10

How did Cc1ccc(S(=O)(=O)Nc2ccc3c(c2)C(=O)N([C@H](C)CO)C[C@@H](C)[C@@H](CN(C)C(=O)c2ccncc2)OCCCC[C@H](C)O3)cc1 do in these assays?
KDM4C inh: 0.4; Tcruzi prolif: 61; Pf Dd2 growth: 13

Results for O=C(C[C@H]1C=C[C@@H](NS(=O)(=O)c2ccc(F)cc2)[C@@H](CO)O1)NCc1ccc(Cl)c(Cl)c1 ?
KDM4C inh: -0.4; Tcruzi prolif: 54; C diff HTS: -1; Pf Dd2 growth: 1

How did O=C(O)C[C@@H]1C[C@H]2c3cc(NC(=O)Nc4ccc(C(F)(F)F)cc4)ccc3O[C@H]2[C@H](CO)O1 do in these assays?
KDM4C inh: 2.9; Tcruzi prolif: -44; C diff HTS: -4; Pf Dd2 growth: 9

Reprinted from the part before: four entries; new compounds follow.
Results for CN1CCN(C(=O)C[C@@H]2C[C@H]3c4cc(NC(=O)c5cccnc5)ccc4O[C@H]3[C@H](CO)O2)CC1 ?
Tcruzi prolif: -4; C diff HTS: -1; Pf Dd2 growth: 10

How did Cc1ccc(S(=O)(=O)Nc2ccc3c(c2)C(=O)N([C@H](C)CO)C[C@@H](C)[C@@H](CN(C)C(=O)c2ccncc2)OCCCC[C@H](C)O3)cc1 do in these assays?
KDM4C inh: 0.4; Tcruzi prolif: 61; Pf Dd2 growth: 13

Results for O=C(C[C@H]1C=C[C@@H](NS(=O)(=O)c2ccc(F)cc2)[C@@H](CO)O1)NCc1ccc(Cl)c(Cl)c1 ?
KDM4C inh: -0.4; Tcruzi prolif: 54; C diff HTS: -1; Pf Dd2 growth: 1

How did O=C(O)C[C@@H]1C[C@H]2c3cc(NC(=O)Nc4ccc(C(F)(F)F)cc4)ccc3O[C@H]2[C@H](CO)O1 do in these assays?
KDM4C inh: 2.9; Tcruzi prolif: -44; C diff HTS: -4; Pf Dd2 growth: 9

How did CCCNC(=O)N1CCC2(CC1)CN(C(=O)Nc1ccc(F)cc1)[C@@H](CO)c1[nH]c3cc(OC)ccc3c12 do in these assays?
KDM4C inh: -2.5; C diff HTS: 4; Pf Dd2 growth: -54

What do the screens show for `COCC#Cc1ccc2c(c1)O[C@H](CN(C)C(C)=O)[C@H](C)CN([C@@H](C)CO)S2(=O)=O`?
KDM4C inh: -0.7; Tcruzi prolif: -70; C diff HTS: 1; Pf Dd2 growth: 37

How did Cc1cccc(-c2ccc([C@H]3[C@H]4CN(C(=O)Cc5ccccn5)CC(=O)N4[C@H]3CO)cc2)c1 do in these assays?
KDM4C inh: 0.9; C diff HTS: 0; Pf Dd2 growth: 5

How did C[C@@H]1CN([C@H](C)CO)C(=O)c2cccc(NS(=O)(=O)c3ccc(Cl)cc3)c2O[C@H]1CN(C)S(=O)(=O)c1ccc(Cl)cc1 do in these assays?
KDM4C inh: 0.8; Tcruzi prolif: 13; C diff HTS: 34; Pf Dd2 growth: 21

What do the screens show for `C[C@@H]1CN([C@H](C)CO)S(=O)(=O)c2ccc(C3=CCCC3)cc2O[C@@H]1CN(C)C(=O)C1CCCCC1`?
KDM4C inh: 0.1; Tcruzi prolif: 115*; C diff HTS: -3; Pf Dd2 growth: -51

How did C[C@@H]1CN([C@H](C)CO)C(=O)CCCn2nncc2CO[C@H]1CN(C)C(=O)Nc1cccc(Oc2ccccn2)c1 do in these assays?
Tcruzi prolif: -20; C diff HTS: -4; Pf Dd2 growth: 4

Results for C[C@@H]1CCCCO[C@H](CN(C)S(=O)(=O)c2cn(C)cn2)[C@@H](C)CN([C@@H](C)CO)C(=O)c2cc(NC(=O)Nc3cccc4ccccc34)ccc2O1 ?
KDM4C inh: 0.6; Tcruzi prolif: 31; C diff HTS: 9; Pf Dd2 growth: -39

Results for COc1cccc(-c2ccc3c(c2)[C@H]2[C@H](CCN2C(=O)C2CC2)[C@H](CO)N3)c1 ?
KDM4C inh: -4.2; C diff HTS: -18; Pf Dd2 growth: -58

Results for C[C@H](CO)N1C[C@H](C)[C@@H](CN(C)C(=O)Nc2ccc(C(F)(F)F)cc2)Oc2ccc(NS(=O)(=O)c3ccc(Cl)cc3)cc2CC1=O ?
KDM4C inh: -0.5; Tcruzi prolif: -4; C diff HTS: 9; Pf Dd2 growth: -8

How did C[C@@H]1CN([C@@H](C)CO)C(=O)Cc2cc(NS(=O)(=O)c3ccc(Cl)cc3)ccc2O[C@@H]1CN(C)Cc1ccc2c(c1)OCO2 do in these assays?
KDM4C inh: 1.3; Tcruzi prolif: 88; C diff HTS: 11; Pf Dd2 growth: 9

Rows were taken by chance (roughly 6.7% active in at least one column).
